Screening data from PubChem.
Avidin fluor = green autofluorescence of compounds with avidin beads – biophysical, 488/530 nm, flow cytometry, artefact control, profiling panel. actives 0.38% (n = 220,000). fluorescence (KMESF) at 10 µM. compound fluorescence 488/530 nm; hits give high values; in the data active = fluorescence above about 47; also: inactives centre near 10
ABCG2 inh = ABCG2 efflux pump inhibitors, primary screen, multiplex with ABCB1, IgMXP3 cells, flow cytometry. inhibition, % at 6.6 µM. JC-1 efflux. actives 0.1% (n = 190,000). Broad substrate specificity ATP-binding cassette transporter ABCG2 (Homo sapiens), Q9UNQ0;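 active = inhibition above 80%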;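 also: 0% = DMSO and 100% = nicardipine control wells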
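test system = two drug-resistant human cell lines, ABCG2 and ABCB1 | amount = 3 million cells/mL final, two lines in 1:1 ratio | reagent = JC-1 transporter substrate | doses = one concentration, 6.6 µM final | incubation = 10 min at 25 °C | signal = flow cytometric JC-1 green MFI at 530 nm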
RGS7-Gao = RGS7-Galphao binding modulators, primary screen, biochemical, multiplexed bead flow cytometry; Guanine nucleotide-binding protein G(o) subunit alpha (Homo sapiens), P09471; actives lie on both sides; AID 1439, 2008; actives 0.35% (n = 220,000); binding response (% of control), % at 10 µM; in the data active = binding response below about 49% or above about 150%;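 also: fluorescent Galphao held in activated GDP-AlF4 state binding bead-coupled RGS7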
Target sequence (P09471 whole entry, looked up): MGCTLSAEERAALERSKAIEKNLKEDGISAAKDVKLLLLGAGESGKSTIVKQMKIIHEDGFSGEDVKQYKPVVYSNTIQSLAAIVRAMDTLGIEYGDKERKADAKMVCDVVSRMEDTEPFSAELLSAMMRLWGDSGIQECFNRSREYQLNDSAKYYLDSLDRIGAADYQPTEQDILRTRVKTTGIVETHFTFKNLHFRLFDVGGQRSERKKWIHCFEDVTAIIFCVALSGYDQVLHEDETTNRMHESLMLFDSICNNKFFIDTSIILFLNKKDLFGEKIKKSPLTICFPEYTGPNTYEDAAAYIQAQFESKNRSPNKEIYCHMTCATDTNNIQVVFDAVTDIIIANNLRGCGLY
Bim-Bcl-XL = inhibitors of Bim-Bcl-XL binding, primary screen, biochemical, multiplexed, bead flow cytometry, human Bcl-XL; Bcl-2-like protein 1 (Homo sapiens), Q07817; Bim peptide-Bcl-XL binding, fluorescence; inhibition, % at 10 µM; actives 0.04% (n = 190,000); AID 1007, 2008
RGS4-Gao reg = modulators of RGS4 binding to Galphao, primary screen, biochemical, multiplexed bead flow cytometry | Guanine nucleotide-binding protein G(o) subunit alpha (Homo sapiens), P09471 | actives 0.33% (n = 220,000) | actives lie on both sides | binding response (% of control), % at 10 µM; in the data active = binding response below about 49% or above about 150%; inactive = in between;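 also: fluorescent Galphao activated with aluminum fluoride binding bead-coupled RGS4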
Bim-Bfl-1 = inhibitors of Bim binding to Bfl-1, primary screen, biochemical, multiplexed, bead-based flow cytometry. Bcl-2-related protein A1 (Homo sapiens), Q16548. Bim-Bfl-1 binding inhibition. inhibition, % at 10 µM. actives 0.12% (n = 190,000). AID 1008, 2008;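 also: 0% = wells without compound plus tracer and 100% = blocker peptide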
Bcl-B Bim block = inhibitors of Bim-Bcl-B binding, primary screen, biochemical, multiplexed, human Bcl-2 family; Bcl-2-like protein 10 (Homo sapiens), Q9HD36; bead-based flow cytometry, Bim peptide-Bcl-B binding; inhibition, % at 10 µM; actives 0.073% (n = 190,000);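 also: 0% = tracer peptide without compound and 100% = reference inhibitor peptide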
ABCB1 block = ABCB1 efflux pump inhibitors, primary screen, cell-based, multiplex, flow cytometry, ABCG2 counter-screen. actives 0.067% (n = 190,000). AID 1326, 2008. inhibition, % at 6.6 µM. CCRF-Adr cells, JC-1 efflux. ATP-dependent translocase ABCB1 (Homo sapiens), P08183; in the data active = inhibition above about 40%;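 also: 0% = vehicle and 100% = reference inhibitor; higher value means more JC-1 retained so stronger ABCB1 efflux block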
Bcl-W Bim block = inhibitors of Bim binding to Bcl-W, primary screen, biochemical, multiplexed, bead-based flow cytometry. Bcl-2-like protein 2 (Homo sapiens), Q92843. Bim peptide-Bcl-W binding. inhibition, % at 10 µM. actives 0.02% (n = 190,000). AID 952, 2007;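 also: 0% = bound tracer without compound and 100% = peptide blocker; higher means less fluorescent Bim peptide bound to Bcl-W beads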
Target sequence (Q92843 whole entry, looked up): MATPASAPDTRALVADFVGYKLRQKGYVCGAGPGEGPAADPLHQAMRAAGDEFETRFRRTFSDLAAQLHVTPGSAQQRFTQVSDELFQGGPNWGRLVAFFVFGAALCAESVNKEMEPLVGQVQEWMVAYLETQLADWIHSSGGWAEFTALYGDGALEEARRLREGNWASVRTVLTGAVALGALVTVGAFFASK
Bcl-2 Bim block = inhibitors of Bim-Bcl-2 binding, primary screen, biochemical, multiplexed, human Bcl-2 family; Apoptosis regulator Bcl-2 (Homo sapiens), P10415; Bead-based flow cytometry, Bim peptide-Bcl-2 binding; inhibition, % at 10 µM; actives 0.06% (n = 190,000); in the data active = inhibition above about 40%;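 also: 0% = no compound wells with probe peptide and 100% = reference peptide inhibitor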
Target sequence (P10415 whole entry, looked up): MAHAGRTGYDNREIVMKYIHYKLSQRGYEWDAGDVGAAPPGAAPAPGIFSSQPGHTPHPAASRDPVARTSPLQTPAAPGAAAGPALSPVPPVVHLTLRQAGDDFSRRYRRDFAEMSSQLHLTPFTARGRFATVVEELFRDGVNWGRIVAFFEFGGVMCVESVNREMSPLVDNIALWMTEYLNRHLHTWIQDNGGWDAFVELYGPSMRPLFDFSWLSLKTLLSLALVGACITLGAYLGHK
GSH bead fluor = compound fluorescence on glutathione beads, profiling panel, artefact control, biophysical, 488/530 nm, flow cytometry; AID 1776, 2009; fluorescence (KMESF) at 10 µM; actives 0.25% (n = 190,000); GSH beads flow cytometry, compound fluorescence 488/530 nm; hits give high values; in the data active = fluorescence above about 89;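 also: glutathione beads carrying GST-tagged Bcl family fusion proteins plus one bare bead set; values are compound well signal with DMSO vehicle wells as background; inactives centre near 16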
Active calls of the source: *; [ ] = another dose, or the depositor's remark. Rule as the data show it, unless noted: active = inhibition above about 40%.

1	O=C(c1ccco1)N1CCN(S(=O)(=O)c2ccc(Br)s2)CC1
2	Cc1cc2cc(NC(=O)c3ccco3)ccc2[nH]1
3	O=S(=O)(c1ccc2c(c1)OCCO2)N1CCN(c2cccc(Cl)c2)CC1
4	COCCNC(=O)CN(C(=O)Cn1nnc2ccccc21)c1cc(C)cc(C)c1
5	CC(/C=C/c1ccco1)=N\NC(=O)c1cccc(Cl)c1
6	C/C(Cl)=C/Cn1c(=O)c2c(nc(Br)n2Cc2ccccc2)n(C)c1=O
7	Cc1ccc(C)c(-n2c(Cc3cc(=O)[nH]c(=O)[nH]3)nnc2SCC(=O)NCC2CCCO2)c1 (stereo not given)
8	O=C(Nc1c(Cl)cc(Cl)cc1C(=O)NCc1cccnc1)c1ccc(Cl)cc1Cl

| Compound | 1 | 2 | 3 | 4 | 5 | 6 | 7 | 8 |
| --- | --- | --- | --- | --- | --- | --- | --- | --- |
| Avidin fluor | 19 | 15 | 20 | 60* | 15 | 5 | 10 | 2 |
| ABCG2 inh | -3.9 | 23.7 | 11.1 | -0.4 | 15.9 | 23.9 | -0.4 | 0.6 |
| RGS7-Gao | 104.9 | 101.5 | 95.7 | 167.4*[activator] | 100.2 | 95.4 | 100.1 | 90.8 |
| Bim-Bcl-XL | -7.0 | 0.0 | -2.0 | -4.0 | -5.0 | 0.0 | -10.0 | -6.0 |
| RGS4-Gao reg | 103.5 | 102.5 | 94.9 | 110.2 | 100.2 | 96.2 | 96.8 | 83.2 |
| Bim-Bfl-1 | -20.0 | -13.0 | 1.0 | -7.0 | -9.0 | 0.0 | -13.0 | 1.0 |
| Bcl-B Bim block | -5.0 | -7.0 | -2.0 | -3.0 | -7.0 | -3.0 | -10.0 | 2.0 |
| ABCB1 block | 0.9 | -0.3 | 1.5 | 0.1 | 1.1 | 8.5 | -0.1 | 0.2 |
| Bcl-W Bim block | 0.0 | 1.0 | -4.0 | -1.0 | 0.0 | -3.0 | 0.0 | 0.0 |
| Bcl-2 Bim block | -13.0 | -3.0 | 0.0 | 0.0 | 0.0 | 4.0 | -10.0 | 1.0 |
| GSH bead fluor | 25 | 34 | 30 | 9 | 17 | 47 | 14 | 47 |

9	O=c1[nH]c(N/N=C/c2ccc(O)cc2)nc2ccccc12
10	COc1ccccc1-n1c(C)cc(/C=C2/C(=N)N3C(=NC2=O)SN=C3S(C)(=O)=O)c1C
11	CCCCNc1cc(C)nc(NCc2ccccc2)n1
12	CC1CCN(CCCCOc2ccc(Br)cc2)CC1
13	CCCOc1ccccc1-n1sc2c(c1=S)-c1cc(OC)cc3c1N(C(=O)C3=O)C2(C)C
14	COc1cc(NC(C)C(=O)N2CC(C)OC(C)C2)cc(OC)c1 (stereo not given)
15	COc1ccc(/C=C(\C#N)C(=O)NCCCn2ccnc2)cc1
16	CC1(C)CC(=O)c2cnc(NCC3CCCO3)nc2C1 (stereo not given)

| Compound | 9 | 10 | 11 | 12 | 13 | 14 | 15 | 16 |
| --- | --- | --- | --- | --- | --- | --- | --- | --- |
| Avidin fluor | 7 | 22 | 9 | 14 | 4 | 7 | 2 | 7 |
| ABCG2 inh | -1.4 | -1.1 | 0.2 | 4.8 | -0.6 | 3.1 | 6.8 | 1.4 |
| RGS7-Gao | 102.5 | 100.1 | 104.1 | 101.3 | 85.2 | 93.6 | 99.9 | 98.5 |
| Bim-Bcl-XL | -4.0 | 0.0 | 0.0 | 0.0 | 3.0 | 4.0 | -3.0 | -1.0 |
| RGS4-Gao reg | 91.0 | 99.0 | 106.0 | 100.5 | 82.7 | 94.0 | 98.5 | 99.4 |
| Bim-Bfl-1 | -25.0 | -7.0 | -2.0 | 0.0 | 8.0 | 6.0 | -1.0 | -11.0 |
| Bcl-B Bim block | -3.0 | -7.0 | -1.0 | -2.0 | 7.0 | 3.0 | -3.0 | -3.0 |
| ABCB1 block | -0.2 | -0.4 | -0.3 | 1.2 | -0.1 | 0.4 | 0.4 | 0.2 |
| Bcl-W Bim block | -1.0 | 0.0 | 0.0 | 0.0 | 10.0 | 1.0 | -2.0 | 2.0 |
| Bcl-2 Bim block | -11.0 | -2.0 | 0.0 | 1.0 | 0.0 | 8.0 | 0.0 | 0.0 |
| GSH bead fluor | 10 | 10 | 9 | 3 | 6 | 12 | 5 | 4 |

17	Cc1cccc(NC(=S)N(CCN(C)C)C(C)c2ccco2)c1 (stereo not given)
18	COC(=O)c1ccccc1NC(=O)c1cnn2c(C)cc(C)nc12
19	CCOC(=O)N1CCN(S(=O)(=O)c2cccc3ccc(C)nc23)CC1
20	O=C(NCc1nnc(SCc2ccc(F)cc2)n1-c1ccccc1)C12CC3CC(CC(C3)C1)C2
21	Cc1ccc(C)c(C(=O)CSc2n[nH]c(-c3ccncc3)n2)c1
22	Cc1ccc(-c2nnc(SCC(=O)n3c4c(c5ccccc53)CCCC4)o2)cc1
23	CC(=O)C1=C(O)C(=O)N(Cc2cccnc2)C1c1ccccc1Cl (stereo not given)
24	Cc1ccc(CCC(=O)Nc2ccc(S(N)(=O)=O)cc2)o1

| Compound | 17 | 18 | 19 | 20 | 21 | 22 | 23 | 24 |
| --- | --- | --- | --- | --- | --- | --- | --- | --- |
| Avidin fluor | 15 | 12 | 11 | 16 | 34 | 33 | 28 | 6 |
| ABCG2 inh | -3.8 | 1.5 | 1.7 | -0.1 | 5.3 | 2.2 | 3.7 | -1.0 |
| RGS7-Gao | 101.1 | 100.8 | 103.0 | 104.8 | 103.5 | 101.5 | 102.9 | 97.1 |
| Bim-Bcl-XL | -3.0 | 4.0 | 0.0 | -6.0 | -6.0 | 0.0 | -4.0 | 8.0 |
| RGS4-Gao reg | 102.1 | 101.6 | 106.3 | 101.3 | 103.2 | 104.3 | 105.4 | 94.4 |
| Bim-Bfl-1 | 0.0 | 3.0 | -8.0 | -16.0 | -18.0 | -4.0 | 0.0 | -8.0 |
| Bcl-B Bim block | 0.0 | -1.0 | -11.0 | -11.0 | -8.0 | -6.0 | -2.0 | -8.0 |
| ABCB1 block | -0.6 | 0.8 | 0.6 | 0.6 | -0.1 | 0.1 | 0.7 | -0.4 |
| Bcl-W Bim block | 2.0 | 2.0 | 2.0 | -3.0 | -3.0 | 0.0 | -3.0 | -2.0 |
| Bcl-2 Bim block | 0.0 | -1.0 | -8.0 | -9.0 | -8.0 | -7.0 | -1.0 | -4.0 |
| GSH bead fluor | 21 | 24 | 45 | 18 | 23 | 24 | 16 | 28 |

3 structures already listed, arranged by SMILES length, ascending.
18	COC(=O)c1ccccc1NC(=O)c1cnn2c(C)cc(C)nc12
19	CCOC(=O)N1CCN(S(=O)(=O)c2cccc3ccc(C)nc23)CC1
22	Cc1ccc(-c2nnc(SCC(=O)n3c4c(c5ccccc53)CCCC4)o2)cc1

| Compound | 18 | 19 | 22 |
| --- | --- | --- | --- |
| Avidin fluor | 12 | 11 | 33 |
| ABCG2 inh | 1.5 | 1.7 | 2.2 |
| RGS7-Gao | 100.8 | 103.0 | 101.5 |
| Bim-Bcl-XL | 4.0 | 0.0 | 0.0 |
| RGS4-Gao reg | 101.6 | 106.3 | 104.3 |
| Bim-Bfl-1 | 3.0 | -8.0 | -4.0 |
| Bcl-B Bim block | -1.0 | -11.0 | -6.0 |
| ABCB1 block | 0.8 | 0.6 | 0.1 |
| Bcl-W Bim block | 2.0 | 2.0 | 0.0 |
| Bcl-2 Bim block | -1.0 | -8.0 | -7.0 |
| GSH bead fluor | 24 | 45 | 24 |

Avidin fluor, what is marked active above
item	mol	Avidin fluor	ABCG2 inh	RGS7-Gao	Bim-Bcl-XL	RGS4-Gao reg	Bim-Bfl-1	Bcl-B Bim block	Bcl-W Bim block	GSH bead fluor
4	COCCNC(=O)CN(C(=O)Cn1nnc2ccccc21)c1cc(C)cc(C)c1	60*	-0.4	167.4*[activator]	-4.0	110.2	-7.0	-3.0	-1.0	9
